Screens from PubChem BioAssay.
m5-HT2A agonist = activates the mouse 5-HT2A serotonin receptor; 360,000 tested, 0.66% active; CHO-K1 mHTR2A beta-arrestin complementation, luminescence; percent of 30 µM serotonin response; activation, % at 7.6 µM; AID 624169;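 active means activation above a run cutoff, the mean activation of all tested compounds plus 3 SD, cut at about 14% in these data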;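 further: 0% = plate median of compound wells and 100% = 30 µM serotonin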
ABHD5-PLIN5 inh = blocks binding of human ABHD5 to perilipin-5. Q00G26+Q8WTS1. Split G. princeps luciferase complementation, luminescence, 4 h. 360,000 tested, 0.78% active. inhibition, % at 4 µM. AID 602281;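 active means inhibition above the mean inhibition across every tested compound plus 3 SD, cut at about 22% in these data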;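 further: 0% = DMSO only wells and the 100% control is not disclosed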
Target sequence (Q00G26 whole entry, looked up): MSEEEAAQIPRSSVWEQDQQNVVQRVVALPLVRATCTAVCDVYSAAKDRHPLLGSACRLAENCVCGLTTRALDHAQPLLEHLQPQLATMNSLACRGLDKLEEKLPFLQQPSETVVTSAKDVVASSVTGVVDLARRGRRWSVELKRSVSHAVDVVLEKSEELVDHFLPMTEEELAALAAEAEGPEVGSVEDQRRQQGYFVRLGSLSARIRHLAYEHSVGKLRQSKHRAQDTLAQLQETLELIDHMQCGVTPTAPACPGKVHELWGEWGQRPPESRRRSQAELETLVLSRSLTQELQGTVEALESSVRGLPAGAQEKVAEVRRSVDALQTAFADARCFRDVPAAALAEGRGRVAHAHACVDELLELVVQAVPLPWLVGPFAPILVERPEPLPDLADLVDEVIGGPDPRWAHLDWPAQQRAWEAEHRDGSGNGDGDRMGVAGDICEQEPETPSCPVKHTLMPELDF
Target sequence (Q8WTS1 whole entry, looked up): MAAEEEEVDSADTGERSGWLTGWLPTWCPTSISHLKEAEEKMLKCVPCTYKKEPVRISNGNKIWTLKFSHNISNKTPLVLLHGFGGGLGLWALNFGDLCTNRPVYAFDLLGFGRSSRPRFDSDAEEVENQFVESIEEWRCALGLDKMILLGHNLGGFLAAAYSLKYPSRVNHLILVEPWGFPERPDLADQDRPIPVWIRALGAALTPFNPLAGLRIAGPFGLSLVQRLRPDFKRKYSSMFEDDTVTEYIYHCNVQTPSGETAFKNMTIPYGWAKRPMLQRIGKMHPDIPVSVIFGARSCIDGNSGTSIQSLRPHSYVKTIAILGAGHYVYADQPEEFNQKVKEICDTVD
Exocytosis inh = blocks lytic granule exocytosis; TALL-104 LAMP-1 surface exposure, flow cytometry; cells stimulated with thapsigargin and PMA; AID 651702; inhibition, % at 10 µM; 360,000 tested, 0.66% active;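 active means inhibition above about 55%, limit read from the data; inconclusive means no clear call, values can overlap the other calls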
Glyco luc inh = N-linked glycosylation inhibition. D54 ERlucT glycosylation luciferase reporter, 24 h; percent of 100 nM tunicamycin response. reporter increase, % at 12.5 µM. 360,000 tested, 0.23% active;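 active means mean luciferase reporter signal, scaled so untreated is 0 and the glycosylation-blocking control 100, at or above a set limit in every replicate; inconclusive means mean reaches the limit but not every replicate does; inactive means mean below the limit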;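 further: luciferase carries N-glycosylation sites so blocking glycosylation raises the light; 0% = median of neutral control wells and 100% = median of 100 nM tunicamycin wells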
ABCB6 inh 2 = blocks the human ABCB6 transporter; K562-ABCB6 porphyrin accumulation, flow cytometry, 1 h; active compounds read low; fluorescence ratio to DMSO, % at 10 µM; 360,000 tested, 0.19% active; AID 602162;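 active means fluorescence ratio to DMSO below 75%, the collection mean minus 3 SD; inconclusive means too few cells collected in the well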;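 further: signal is porphyrin accumulated inside mitochondria; 100% equals median channel fluorescence of DMSO control wells; lower ratio means ABCB6 inhibition with less porphyrin fluorescence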
PDI turbidity = inhibitors of human protein disulfide isomerase. AID 588391. PDI insulin aggregation turbidity, A650, 90 min. P07237. 350,000 tested, 0.052% active. inhibition, % at 10 µM;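 active means mean inhibition across replicates of 30% or more, whatever share of single replicates reach that level; inconclusive means mean inhibition below 30% while every single replicate reaches 30%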;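 further: absorbance from insulin aggregation driven by PDI reduction with DTT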
CaV13 FRET inh = Disruptors of the CACNA1D IQ motif to Ca2+-dependent inactivation inhibitor domain association, primary screening, Förster resonance energy transfer in intact living …; HEK cells, CFP/YFP FRET ICDI-IQ, plate reader, 10 min; percent FRET-ratio fall versus neutral wells; inhibition, % at 12.3 µM; 340,000 tested, 0.098% active; AID 743397;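 active means mean replicate inhibition of at least 30% and at least 1% of replicates passing that level; inconclusive means only one of the two criteria is met; inactive means neither criterion is met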;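 further: 0% = median of the neutral control wells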
MC4R antagonist = human MC4R antagonism in cAMP assay. P32245. MC4R-expressing cells, MTII-stimulated cAMP, LANCE TR-FRET. inhibition, % at 6.5 µM. 360,000 tested, 0.48% active;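 active means inhibition above its plate's cutoff, the mean of tested wells on that plate plus 3 SD, cut at about 29% in these data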;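 further: 0% = Melanotan II alone and 100% = Melanotan II plus saturating MCL0020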
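material = U2OS cells stably expressing human melanocortin 4 receptor (MC4R) | also added = Melanotan II challenge | dosing = single nominal compound dose of 6.5 µM | detection = TR-FRET with Eu-cAMP and labeled anti-cAMP, 671 nm | replication = singlicate | timing = compound 30 min, challenge 1 h, detection 1 h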
MC4R barr agon = human MC4R agonism via beta-arrestin; activation, % at 8.9 µM; 360,000 tested, 0.98% active; AID 540308; U2OS MC4R beta-arrestin complementation, luminescence; percent of melanotan II response, DMSO zero; P32245;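 active means activation above a per-plate cutoff, the mean activation of sample wells on that plate plus 3 SD, cut at about 8% in these data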
Cardio protect = protects H9c2 cardiomyocytes from peroxide injury; H2O2 injury protection, ATPLite, 2 h; protection from H2O2 cell death, % at 20 µM; 360,000 tested, 0.63% active;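 active means compounds giving at least 50% protection of heart cells from peroxide-induced death in the single-dose screen, raw or plate-pattern-corrected value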;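 further: 0% = DMSO wells with peroxide and 100% = DMSO wells without peroxide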
Numbers without * were called inactive; ? = inconclusive; . = no result given; & = joins results of further samples.

SMILES	m5-HT2A agonist	ABHD5-PLIN5 inh	Exocytosis inh	Glyco luc inh	ABCB6 inh 2	PDI turbidity	CaV13 FRET inh	MC4R antagonist	MC4R barr agon	Cardio protect
CC(C)Oc1ccc(/C=C(/NC(=O)c2ccccc2)C(=O)NCCC(=O)O)cc1	5.1	0.0	-0.9	1.9	100.0	-7.6	-4.2	2.8	0.6	0.1
COC(=O)c1ccc(NC(=O)CCN2CCCCC2)cc1	-6.5&-2.6	0.4&6.1	-1.0&0.7	3.1&2.3	103.0&94.0	1.8&-1.0	-5.6&0.4	15.9&0.2	0.5&-1.9	-0.2&4.4
Cc1ccsc1C(=O)OCC(=O)N1CC(=O)Nc2ccccc21	1.2	-3.2	-0.9	-0.4	152.0	-2.1	-5.5	17.9	1.8	0.7
O=C(c1ccccc1NS(=O)(=O)c1ccc(F)cc1)N1CCc2ccccc21	-1.3	-0.5	-1.8	?	101.0	2.6	-18.6	18.5	4.0	6.0
C=CCNc1nc(SC)nc2ccsc12	3.0	4.1	5.2	-2.4	98.0	-5.6	.	6.2	0.0	6.0
CN(C(=O)CC(=O)Nc1ccc(Cl)c(Cl)c1)c1ccccc1	3.0	-7.8	3.4	-0.8	100.0	0.1	-5.0	-10.4	2.5	-3.4
O=C(N/N=C/c1ccc(OCC(=O)N2CCOCC2)cc1)c1ccccc1Cl	1.6	2.3	-0.7	1.8	105.0	-0.5	-3.9	0.3	-2.0	-0.6
Cc1cc(S(=O)(=O)NC(=O)[C@H]2O[C@@H](n3cnc4c(N)ncnc43)[C@H](O)[C@@H]2O)ccc1Br	0.2	-3.2	1.0	1.7	100.0	.	-3.7	.	.	-4.9
O=C(NNS(=O)(=O)c1ccccc1)C1CCCCC1	-5.4	-2.8	-6.7	-0.4	96.0	10.7	-3.6	-1.3	-0.5	4.5
CCN(CC)c1ccc(C(=O)OCC(=O)N2CCCC2)cc1	1.2	-0.4	21.7	4.3	96.0	1.4	.	9.5	-0.4	-2.4
O=C(N/N=C1\CCCc2ccccc21)c1ccc([N+](=O)[O-])cc1Cl	-2.9	-3.9	-2.0	1.2	95.0	3.7	-5.2	1.1	1.0	-3.1
CCN(CC)CC(=O)Nc1c(Br)ccc2c1OCO2	-3.3	-2.5	0.7	-1.3	99.0	2.0	-2.3	5.4	-2.6	6.0
CCc1cccc(CC)c1-n1c(SCC(=O)N2CCc3ccccc32)nc(O)cc1=O	0.3	1.2	-0.2	-0.8	100.0	1.8	-9.8	-4.1	-0.1	1.8
Cc1ccc(C#N)c(SCC(=O)Nc2nccs2)n1	-0.9	-0.6	3.3	-15.5	98.0	-4.3	-5.4	23.8	-0.2	-17.6
CC(CCN1CCN(c2ccc(F)cc2)CC1)c1ccccc1 (configuration not stated)	-10.9	-10.1	56.6*	-0.4	107.0	3.0	-2.5	8.9	-0.5	5.8
Cc1ccc(C)c(N=Nc2ccc(O)c3ncccc23)c1	-4.8	9.8	-2.2	-16.6	93.0	-4.1	-5.1	-2.7	-0.9	14.5
[O-][n+]1onc2c1CCc1c-2nc(-c2ccccc2)n1OCc1ccccc1	4.6	-3.6	-0.3	4.2	105.0	19.4	.	14.9	0.9	2.7
S=c1nc(C2CC2)[nH]c2ccccc12	-3.8	-1.4	2.7	3.1	100.0	-5.1	.	-1.3	-2.1	25.4
CCCC(=O)Oc1c(S(=O)(=O)c2ccc(C)cc2)c(C)nn1C(C)(C)C	-2.8	2.4	-2.1	3.3	96.0	0.2	2.7	2.2	2.0	-8.8
O=C(CCCNC(=O)/C(=C\c1ccccc1F)NC(=O)c1ccccc1)OCc1ccccc1	-2.2	-14.8	-1.3	5.4	105.0	-7.4	-6.4	11.8	0.4	-0.3
CCN(CC)C(=O)c1cn(CCC#N)nc1-c1ccc2ccccc2c1	7.4	-4.4	-4.4	2.2	107.0	-2.1	1.2	17.7	-0.9	15.6
Cc1ccc(NC(=O)C(C)c2cccc(C(=O)c3ccccc3)c2)cc1O (configuration not stated)	-3.1	-13.8	-2.6	-1.7	93.0	-11.6	-3.9	5.8	0.5	-21.5
CCOc1ccccc1CNC(=O)C1CCCN(c2nn3c(=O)cc(C)nc3s2)C1 (configuration not stated)	-3.6	-1.3	0.7	0.8	100.0	0.7	-4.4	14.8	-1.4	-7.6
Cc1cc(OCC(=O)Nc2ccc(F)c(F)c2)nc(C(C)C)n1	-1.5	4.9	1.9	1.3	90.0	-5.1	-7.1	-1.6	-1.4	0.8
CCOC(=O)c1cccc(NC(=O)CSc2nnnn2C)c1	-1.9	1.6	0.3	5.0	100.0	6.1	-4.8	8.8	-0.2	3.3

Overlap with the part before: 3 compounds; new compounds follow.
SMILES	m5-HT2A agonist	ABHD5-PLIN5 inh	Exocytosis inh	Glyco luc inh	ABCB6 inh 2	PDI turbidity	CaV13 FRET inh	MC4R antagonist	MC4R barr agon	Cardio protect
CCOc1ccccc1CNC(=O)C1CCCN(c2nn3c(=O)cc(C)nc3s2)C1 (configuration not stated)	-3.6	-1.3	0.7	0.8	100.0	0.7	-4.4	14.8	-1.4	-7.6
Cc1cc(OCC(=O)Nc2ccc(F)c(F)c2)nc(C(C)C)n1	-1.5	4.9	1.9	1.3	90.0	-5.1	-7.1	-1.6	-1.4	0.8
CCOC(=O)c1cccc(NC(=O)CSc2nnnn2C)c1	-1.9	1.6	0.3	5.0	100.0	6.1	-4.8	8.8	-0.2	3.3
COC(=O)c1ccc2c(=O)n(CCCCCC(=O)NCc3ccccc3)c(=O)[nH]c2c1	0.6	0.4	-3.2	1.9	101.0	2.3	-4.3	2.8	0.3	-2.9
Cc1ccccc1Oc1ccc2c(c1)[C@@H]1C[C@H](N(C)C(=O)c3cccnc3)[C@H]([C@H](C)O)C(=O)N1CC2	2.8	3.1	0.4	0.4	99.0	13.7	-6.5	2.5	1.9	1.6
O=C(c1cccc(Cl)c1)N1CCN(c2ncnc3c2cnn3-c2ccccc2)CC1	-0.8	-3.9	-4.1	1.1	90.0	4.7	-3.8	0.4	-1.2	-8.5
CCOc1ccc(C(=O)CN2CCN(S(=O)(=O)c3ccc(Br)cc3)CC2)cc1	-6.4	0.3	-1.8	-1.9	100.0	3.8	-0.4	2.1	-0.7	-3.6
COC(=O)c1sc(-c2ccccc2)cc1NC(=O)C1CC1	-0.1	-2.1	-3.8	-2.6	98.0	-2.3	-30.3	13.3	-2.0	-0.6
COCCCn1c(SCc2ccc(OC)cc2)nc2cc(OC)c(OC)cc2c1=N	-4.0	0.9	0.5	-1.4	98.0	5.7	-10.1	3.1	1.3	-4.7
O=C(NCCO)c1cccc(-c2cccc3nccn23)c1	2.3	-1.2	-7.6	-2.9	92.0	-96.6	-4.7	6.9	-1.3	17.8
O=C(NCCNC(=O)c1cccs1)c1ccco1	0.9	2.1	0.1	2.1	93.0	-1.7	-3.2	21.4	0.3	6.2
O=C(Nc1ccc(-c2cn3ccccc3n2)cc1)c1ccco1	-1.2	6.6	-1.0	-12.9	95.0	-21.7	-4.7	-4.4	-0.6	-7.5
CC(Oc1ccc2c(-c3ccccc3)cc(=O)oc2c1)C(=O)NC(Cc1c[nH]c2ccccc12)C(=O)O (configuration not stated)	2.9	-3.9	-1.4	1.4	105.0	-11.4	-5.2	-1.4	-2.1	16.7
COc1ccc(N(C)C2=NS(=O)(=O)c3ccccc32)cc1	3.1	-5.4	-1.9	13.5	350.0	-3.7	-3.2	-6.2	0.0	-7.2
COc1ccc(OC)c(-c2c[n+](=O)c3c(n2[O-])CCCC3)c1	7.0	1.3	-2.4	2.2	98.0	10.6	-3.2	-1.0	-0.7	-2.6
CC(=O)CSc1nnc(NC(=O)CCc2ccccc2)s1	1.2	0.6	-1.8	-0.2	102.0	-6.9	-0.7	-2.3	3.2	-2.6
Cc1cccn2c(=O)nc(SCC(=O)N3CCCCCC3)nc12	4.0	7.1	5.0	1.8	96.0	0.6	-5.4	1.0	-2.2	2.3
CCOc1ccc(S(=O)(=O)Nc2cccc(C(=O)N3CCN(c4ccccn4)CC3)c2)cc1	7.3	1.0	55.5*	-2.1	105.0	-66.8	-5.8	0.4	-0.6	-7.9
CC(C)OCCCNc1nc2c(cnn2C)c(=O)[nH]1	1.9	-7.3	1.8	0.2	103.0	19.3	-5.3	0.7	1.1	1.5
NC(=O)c1ccc(Oc2cccc3cccnc23)c([N+](=O)[O-])c1	2.9	3.3	-0.8	1.7	102.0	2.6	3.8	-4.3	-1.7	6.7
CCOc1ccccc1NC(=O)NC1(C(=O)N2CCN3CCCC3C2)CCCCC1 (configuration not stated)	-2.5	-0.1	0.9	-0.1	81.0	-8.1	-4.1	4.6	-0.7	-6.6
Cc1ccc(C(=O)c2c[nH]c3c(F)cc(F)cc3c2=O)cc1	-3.2	-4.5	1.2	2.6	95.0	-9.5	-2.1	2.7	-0.4	4.1
COC(=O)c1ccccc1N1C(=O)C2C(C1=O)C1C=CC2C12CC2 (configuration not stated)	1.1	11.9	-1.9	-0.8	103.0	0.1	-9.5	-0.1	-0.9	2.5
COc1ccccc1CNC(=O)COC(=O)c1cccc(S(=O)(=O)N2CCCC2)c1	1.2	-1.6	-1.5	1.3	98.0	1.6	-5.1	8.2	-2.0	1.7
COC(=O)c1ccccc1NC(=O)CN1CCN(C23CC4CC(CC(C4)C2)C3)CC1	-7.2	4.5	-2.0	-2.3	104.0	-3.2	.	2.6	-0.2	5.0
O=C(Nc1ccc(O)cc1)c1cc(S(=O)(=O)N2CCCC2)ccc1Cl	-1.6	2.7	-1.9	0.8	101.0	4.7	-5.7	10.6	-1.9	-4.6
CCOC(=O)c1ccc(NC(=O)CSc2nncn2-c2cccnc2)cc1	-3.5	8.0	-4.4	0.5	100.0	-7.3	-6.9	-4.2	-1.1	2.2
COc1ccc2c(c1)N(S(=O)(=O)c1ccccc1)CCC2=O	-4.3	-4.0	0.1	0.1	94.0	-4.1	-5.7	14.0	-0.4	3.5
O=C(COC(=O)c1n[nH]c2ccccc12)NC(=O)NCc1ccco1	-2.7	7.5	1.3	3.9	84.0	9.8	-1.0	12.0	-1.6	-2.3
O=S(=O)(NCc1ccccc1)c1ccc2ccccc2c1	-3.3	0.3	-6.4	-0.7	92.0	-1.0	-21.0	5.3	3.0	-11.1
CC(=NNc1nc2ccccc2s1)c1ncccn1	-5.5	-1.7	102.3*	-12.8	106.0	11.1	-2.5	2.9	-2.8	0.0
Cc1ccc(C)c(NC(=O)NNC(=O)c2cc3ccccc3cc2O)c1	-3.1	-0.2	3.1	2.4	106.0	2.4	-3.2	0.0	-2.1	1.6
CCOc1ccc(CNC2CCCc3ccccc32)cc1 (configuration not stated)	-2.9	-3.7	2.0	0.0	96.0	6.1	4.4	-1.4	-0.4	-16.4
